M17LAP inhibition = P. falciparum M17LAP inhibitors, primary screen, biochemical, fluorogenic H-Leu-NHMec substrate, 1536-well (AID 1619); Leucine aminopeptidase (Plasmodium falciparum (isolate 3D7)); recombinant M17LAP, H-Leu-NHMec fluorogenic kinetic assay; higher % means a stronger effect; one-dose inhibition, % at 30 µM; IC50 in µM for titrated hits; actives 0.38% (n = 220,000);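 active means compound inhibiting the enzyme by more than half at any dose during confirmatory dose-response retesting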;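 further: plate controls were full reaction with DMSO carrier for no effect and no enzyme background for full effect; strong numbers were not always called active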
Autophagy HCS = autophagy modulators in MEF cells, primary screen, imaging, high-content, MEF GFP-LC3. actives 0.98% (n = 190,000). calls only at 10 µM (by protocol). MEF GFP-LC3 puncta imaging; test concentration mostly 10 µM. AID 463193, 2010;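 active means percentage of spot-positive cells more than 3 SD above its plate mean, without a fluorescence outlier flag or 80% toxicity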;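 further: spot-positive cell cutoff set from DMSO-treated cells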
CSM14.1 death rescue = rescue of cells from ER stress-induced death, primary screen, 384-well, CSM14.1, thapsigargin, ATP luminescence (AID 1222); cellular ATP content (survival), % at 20 µM; hits with a dose series show EC50 in µM; CSM14.1 thapsigargin-induced death rescue, ATP luminescence; higher % means a stronger effect; 190,000 tested, under 10 active;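 active means EC50 below 50 µM in the dose-response confirmation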;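 further: death triggered by thapsigargin at about 15 µM added after 2 h compound pretreatment; cell ATP read after overnight thapsigargin exposure of roughly 18 to 22 hours; normalized against plate controls of thapsigargin alone and 5% DMSO vehicle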
MT stabilizer = microtubule stabilizers in HeLa cells, primary screen, imaging, high-content imaging. HeLa tubulin immunostaining HCS, 24 h; share of cells brighter than vehicle mean+2SD. % tubulin-high responders, % at 10 µM. actives 0.83% (n = 200,000);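 active means plate Z-score above 3 for both tubulin-high and condensed-nucleus cell shares, with cell loss under 80%, at 10 µM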;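 further: anti alpha tubulin signal scored within the nucleus-defined area of each cell; some results filed as inactive read as strong as hits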
Ins promoter up = insulin promoter activators in MIN6 cells, imaging, high-content screening, mouse beta cells. MIN6 insulin promoter-GFP reporter; hits give high values. z-score at 5 µM. actives 0.3% (n = 190,000). AID 1625, 2009;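 active means z-score above 3 at 5 µM with at least 500 cells counted in the well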
M1AAP inhibition = P. falciparum M1AAP inhibitors, biochemical, fluorogenic H-Leu-NHMec substrate, 1536-well (AID 1445); recombinant M1AAP, H-Leu-NHMec fluorogenic kinetic assay; higher % means a stronger effect; inhibition, % at 30 µM, or IC50 in µM where a hit was titrated; actives 0.42% (n = 220,000);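 active means primary inhibition above the hit cutoff, then over 50% inhibition at one or more dose response concentrations, cut at about 23% in these data, passing the limit was not always enough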;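 further: plate controls were DMSO full reaction for no effect and no enzyme background for full effect; strong numbers were not always called active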
K1F lysis inhibition = inhibition of K1F phage lysis, E. coli UTI89, bacterial capsule biogenesis inhibitors, alamar blue (AID 488966); E. coli UTI89 K1F phage lysis, alamar blue, 2 h; higher % means a stronger effect; inhibition, % at 100 µM; hits with a dose series show IC50 in µM; actives 0.02% (n = 340,000);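 active means phage lysis inhibition, versus mean bacterial control, above a set limit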;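 further: capsule biogenesis inhibitors block K1F phage lysis so surviving cells raise fluorescence; higher fluorescence means more inhibition of phage lysis; actives were called in the ten point dose series up to 300 µM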
Dynein cargo inh = inhibitors of GR-EGFP nuclear translocation, primary screen, dynein cargo transport inhibitor project, imaging, high-content, 3617.4 mouse cells. test concentration mostly 20 µM; stimulated with dexamethasone, 1 µM; hits give low values. z-score, hits read low. actives 0.47% (n = 220,000). AID 1381, 2008;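 active means plate z-score of nuclear minus cytoplasmic receptor signal below a set negative limit, without overly bright fluorescence or cell loss, cut at about -3.5 in these data, passing the limit was not always enough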;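 further: z-score of nuclear minus cytoplasmic ring GR-EGFP intensity difference per well; some compounds called inactive have numbers as strong as hits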
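Also added – dexamethasone, 1.0 µM final · Buffer or medium – tet-free, stripped-serum medium · Schedule – induction 48 h, compound 1 h, agonist 30 min · Detection – formaldehyde fixation, Hoechst nuclear stain, 10x automated fluorescence imaging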
bCat nuc transl = modulators of beta-catenin nuclear translocation, primary screen, imaging, HeLa cells, immunofluorescence, high-content; actives 0.3% (n = 190,000); nuclear translocation activity, % at 5 µM;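 active means nuclear translocation activity above 50% at 5 µM, with a well cell count of 50 or more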;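 further: per-cell ratio of nuclear to cytoplasmic median beta-catenin stain intensity; plate controls were DMSO negative control for no effect and GSK-3 inhibitor IX positive control for full effect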
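Test system: human HeLa cell line; Doses: 5 µM primary, 0.02–20 µM confirmation; Incubation: 24 h compound exposure, 37°C; Detection: beta-catenin immunofluorescence imaging with DAPI; Read-out: beta-catenin nuclear/cytoplasmic ratio, % activation.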
Dynein cargo inh cytoplasmic EGFP = further read-out of Dynein cargo inh, marked with its call; z-score; measured here: cytoplasmic GR-EGFP intensity; hits give high values
Dynein cargo inh nuclear GR-EGFP = second read-out of Dynein cargo inh, no call of its own (marks repeat the call); z-score; measured here: nuclear GR-EGFP intensity;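 lower value marks the stronger effect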
Dynein cargo inh cell count = recorded beside Dynein cargo inh, whose call it bears; z-score; measured here: cell count per field
Ins promoter up cell count = also measured in Ins promoter up; calls as there; cell count; measured here: cytotoxicity, nuclei count;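 total cells summed across four imaged fields per well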
bCat nuc transl cell count 5 µM = further read-out of bCat nuc transl, marked with its call; cell count; measured here: cell count, cytotoxicity flag
MT stabilizer Hoechst-high % = second read-out of MT stabilizer, no call of its own (marks repeat the call); % Hoechst-high responders; measured here: nuclear condensation Hoechst responders;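 share of cells brighter than vehicle mean plus two SD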
MT stabilizer cytotoxicity % = second read-out of MT stabilizer, no call of its own (marks repeat the call); toxicity, %; measured here: cytotoxicity by cell density;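 0% = mean cell density of plate MIN control wells and 100% = no cells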
Autophagy HCS cell loss 18 h = also measured in Autophagy HCS; calls as there; toxicity, %; measured here: cell loss, nuclei count;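 cell loss after 18 h compound exposure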
* hit, by the source's call; [ ] = dose if it differs, or a comment. Compounds were not picked by outcome; about 2.9% have a hit in one of these screens.

What do the screens show for `COc1cc(-c2noc(CCCC(=O)Nc3cccnc3)n2)cc(OC)c1OC`?
M17LAP inhibition: -2%; Ins promoter up: -0.62; M1AAP inhibition: -3%; K1F lysis inhibition: 0.8%; Dynein cargo inh: -0.34; bCat nuc transl: 0.3; Dynein cargo inh cytoplasmic EGFP: -0.25; Dynein cargo inh nuclear GR-EGFP: -0.37; Dynein cargo inh cell count: 1; Ins promoter up cell count: 1488; bCat nuc transl cell count 5 µM: 1339

What do the screens show for `O=C(O)CC/C(=N/Nc1ncc(C(F)(F)F)cc1Cl)C(=O)O`?
M17LAP inhibition: 18%; Autophagy HCS: inactive; CSM14.1 death rescue: -0.5%; MT stabilizer: 6.7; Ins promoter up: -0.4; M1AAP inhibition: -5%; K1F lysis inhibition: 0.6%; Dynein cargo inh: 2; bCat nuc transl: 0.5; Dynein cargo inh cytoplasmic EGFP: -0.062; Dynein cargo inh nuclear GR-EGFP: 1.7; Dynein cargo inh cell count: -1.7; Ins promoter up cell count: 1414; bCat nuc transl cell count 5 µM: 1598; MT stabilizer Hoechst-high %: 1.3; MT stabilizer cytotoxicity %: 6.5; Autophagy HCS cell loss 18 h: 24

How did Fc1cc(F)c2nc(N3CCCC3)sc2c1 do in these assays?
M17LAP inhibition: -11%; Autophagy HCS: inactive; CSM14.1 death rescue: -1.3%; MT stabilizer: 3.9; Ins promoter up: 0.23; M1AAP inhibition: -10%; K1F lysis inhibition: 0.4%; Dynein cargo inh: 1.4; bCat nuc transl: -0.9; Dynein cargo inh cytoplasmic EGFP: -0.2; Dynein cargo inh nuclear GR-EGFP: 0.75; Dynein cargo inh cell count: -0.94; Ins promoter up cell count: 1369; bCat nuc transl cell count 5 µM: 1109; MT stabilizer Hoechst-high %: 3.3; MT stabilizer cytotoxicity %: 0.6; Autophagy HCS cell loss 18 h: -1

How did N/C(=N\OC(=O)c1cc(Br)ccc1Cl)c1ccccn1 do in these assays?
M17LAP inhibition: -1%; Autophagy HCS: inactive; CSM14.1 death rescue: -2.3%; MT stabilizer: 3.2; Ins promoter up: 0.12; M1AAP inhibition: -3%; K1F lysis inhibition: 0.6%; Dynein cargo inh: -1.1; bCat nuc transl: -2.3; Dynein cargo inh cytoplasmic EGFP: 0.73; Dynein cargo inh nuclear GR-EGFP: -0.22; Dynein cargo inh cell count: 0.53; Ins promoter up cell count: 1507; bCat nuc transl cell count 5 µM: 1054; MT stabilizer Hoechst-high %: 1.7; MT stabilizer cytotoxicity %: 4.0; Autophagy HCS cell loss 18 h: -16

Results for Cc1cc(S(=O)(=O)NC2CCCC2)ccc1F ?
M17LAP inhibition: 9%; Autophagy HCS: inactive; CSM14.1 death rescue: -3.4%; MT stabilizer: 3.1; Ins promoter up: 0.09; M1AAP inhibition: 10%; K1F lysis inhibition: 0.3%; Dynein cargo inh: -0.72; bCat nuc transl: 0.1; Dynein cargo inh cytoplasmic EGFP: -0.23; Dynein cargo inh nuclear GR-EGFP: -1; Dynein cargo inh cell count: 0.1; Ins promoter up cell count: 1220; bCat nuc transl cell count 5 µM: 1007; MT stabilizer Hoechst-high %: 1.3; MT stabilizer cytotoxicity %: 1.6; Autophagy HCS cell loss 18 h: -3

Results for CC(=O)c1c(C)[nH]c(C(=O)Nc2cccnc2)c1C ?
M17LAP inhibition: 9%; Autophagy HCS: inactive; CSM14.1 death rescue: -1.6%; MT stabilizer: 1.6; Ins promoter up: -1.2; M1AAP inhibition: 0%; K1F lysis inhibition: 0.3%; Dynein cargo inh: 0.055; bCat nuc transl: 1.6; Dynein cargo inh cytoplasmic EGFP: -0.22; Dynein cargo inh nuclear GR-EGFP: -0.19; Dynein cargo inh cell count: 0.5; Ins promoter up cell count: 1447; bCat nuc transl cell count 5 µM: 1121; MT stabilizer Hoechst-high %: 1.4; MT stabilizer cytotoxicity %: 4.9; Autophagy HCS cell loss 18 h: -6

Results for COc1ccc2[nH]c(C)c(CCN(Cc3cccs3)C(=S)Nc3cccc(F)c3)c2c1 ?
M17LAP inhibition: 2%; Autophagy HCS: inactive; CSM14.1 death rescue: -2.2%; MT stabilizer: 1.7; Ins promoter up: -0.2; M1AAP inhibition: 14%; K1F lysis inhibition: 0.4%; Dynein cargo inh: 0.32; bCat nuc transl: 1.8; Dynein cargo inh cytoplasmic EGFP: 0.017; Dynein cargo inh nuclear GR-EGFP: 0.45; Dynein cargo inh cell count: -0.6; Ins promoter up cell count: 1763; bCat nuc transl cell count 5 µM: 1044; MT stabilizer Hoechst-high %: 3.8; MT stabilizer cytotoxicity %: 7.5; Autophagy HCS cell loss 18 h: 16

How did COCCCN(C(=O)Nc1ccc(C)c(C)c1)C(C)c1ccccn1 (stereo unspecified) do in these assays?
M17LAP inhibition: 2%; Autophagy HCS: inactive; CSM14.1 death rescue: -0.1%; MT stabilizer: 4.9; Ins promoter up: 1.3; M1AAP inhibition: -1%; K1F lysis inhibition: -0.9%; Dynein cargo inh: -0.29; bCat nuc transl: -0.1; Dynein cargo inh cytoplasmic EGFP: -0.31; Dynein cargo inh nuclear GR-EGFP: -0.057; Dynein cargo inh cell count: 0.65; Ins promoter up cell count: 877; bCat nuc transl cell count 5 µM: 1179; MT stabilizer Hoechst-high %: 3.8; MT stabilizer cytotoxicity %: 7.4; Autophagy HCS cell loss 18 h: 7

What do the screens show for `O=C(c1ccc(Cl)c(S(=O)(=O)N2CCCCCC2)c1)N1CCOCC1`?
M17LAP inhibition: -3%; Autophagy HCS: inactive; CSM14.1 death rescue: -0.1%; MT stabilizer: 1.6; Ins promoter up: 0.07; M1AAP inhibition: 4%; K1F lysis inhibition: 0.3%; Dynein cargo inh: -1.2; bCat nuc transl: 0.8; Dynein cargo inh cytoplasmic EGFP: -0.35; Dynein cargo inh nuclear GR-EGFP: -0.64; Dynein cargo inh cell count: 0.71; Ins promoter up cell count: 1554; bCat nuc transl cell count 5 µM: 1035; MT stabilizer Hoechst-high %: 2.8; MT stabilizer cytotoxicity %: 1.3; Autophagy HCS cell loss 18 h: -1

How did COc1ccc(-c2cc(C(=O)OCC(=O)N(C)C)c3ccccc3n2)cc1 do in these assays?
M17LAP inhibition: -24%; Autophagy HCS: inactive; CSM14.1 death rescue: -0.6%; MT stabilizer: 2.7; Ins promoter up: -0.33; M1AAP inhibition: -1%; K1F lysis inhibition: 2.3%; Dynein cargo inh: 0.65; bCat nuc transl: 1.6; Dynein cargo inh cytoplasmic EGFP: -0.059; Dynein cargo inh nuclear GR-EGFP: 0.72; Dynein cargo inh cell count: 0.085; Ins promoter up cell count: 1809; bCat nuc transl cell count 5 µM: 1088; MT stabilizer Hoechst-high %: 4.9; MT stabilizer cytotoxicity %: 9.5; Autophagy HCS cell loss 18 h: 4

Results for Cc1nn2c(CN(C(=O)COc3ccccc3)c3ccccc3)nnc2c2ccccc12 ?
M17LAP inhibition: 5%; Autophagy HCS: inactive; CSM14.1 death rescue: -0.9%; MT stabilizer: 1.1; Ins promoter up: 0.34; M1AAP inhibition: 8%; K1F lysis inhibition: 1.2%[50 µM]; Dynein cargo inh: -0.26; bCat nuc transl: -4.0; Dynein cargo inh cytoplasmic EGFP: -0.25; Dynein cargo inh nuclear GR-EGFP: 0.24; Dynein cargo inh cell count: -0.064; Ins promoter up cell count: 1240; bCat nuc transl cell count 5 µM: 1159; MT stabilizer Hoechst-high %: 1.5; MT stabilizer cytotoxicity %: 6.7; Autophagy HCS cell loss 18 h: 0

How did COc1ccc(C(=O)/C=C/c2ccccc2C(F)(F)F)cc1 do in these assays?
M17LAP inhibition: -9%; Autophagy HCS: inactive; CSM14.1 death rescue: -2.4%; MT stabilizer: 2.9; Ins promoter up: -0.82; M1AAP inhibition: 0%; K1F lysis inhibition: 1.3%; Dynein cargo inh: -3.1; bCat nuc transl: 0.2; Dynein cargo inh cytoplasmic EGFP: 2; Dynein cargo inh nuclear GR-EGFP: -0.75; Dynein cargo inh cell count: -7.7; Ins promoter up cell count: 1498; bCat nuc transl cell count 5 µM: 1373; MT stabilizer Hoechst-high %: 3.2; MT stabilizer cytotoxicity %: 2.1; Autophagy HCS cell loss 18 h: -23

Results for CC(C)(C)NC(=O)NC(=O)COC(=O)c1c(F)cccc1Cl ?
M17LAP inhibition: 1%; Autophagy HCS: inactive; CSM14.1 death rescue: 1.5%; MT stabilizer: 2.4; Ins promoter up: 0.13; M1AAP inhibition: 3%; K1F lysis inhibition: 0.0%; Dynein cargo inh: -0.35; bCat nuc transl: -0.9; Dynein cargo inh cytoplasmic EGFP: -0.012; Dynein cargo inh nuclear GR-EGFP: 0.13; Dynein cargo inh cell count: 0.09; Ins promoter up cell count: 1379; bCat nuc transl cell count 5 µM: 1197; MT stabilizer Hoechst-high %: 2.4; MT stabilizer cytotoxicity %: 5.1; Autophagy HCS cell loss 18 h: 3
